PLC-beta3 inh: human PLC-beta3 inhibitors, primary screen, biochemical, fluorescence; 1-phosphatidylinositol 4,5-bisphosphate phosphodiesterase beta-3 (Homo sapiens), Q01970; Purified PLC-beta3, fluorogenic substrate; inhibition, % at 12.2 µM; 370,000 tested, 0.18% active; AID 720704, 2013; in the data active = inhibition above about 11%;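 also: 0% = median of compound wells on plate and 100% = full blocker control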
SMARCA2 activ: SMARCA2 (BRM) function activators, primary screen, cell-based, luminescence, high throughput; MG213 cells, MMTV-luciferase reporter, dexamethasone, overnight; activation, % at 9.1 µM; 370,000 tested, 1% active; in the data active = activation above about 7.8%;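 also: 0% = vehicle wells and 100% = reference activator wells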
NR1D1 modulator: modulators of Rev-erb alpha DNA binding, primary screen, biochemical, FITC-DNA, fluorescence polarization, uHTS; Nuclear receptor subfamily 1 group D member 1 (Homo sapiens), P20393; Rev-erbα–FITC-DNA binding, 90 min; activity, % at 10 µM; AID 1259318, 2017; 370,000 tested, 0.79% active;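 active = activity above about 14%, limit read from the data; passing the limit was not always enough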;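 also: 0% = DMSO wells with 35 nM protein and 100% = DMSO wells with 750 nM protein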
Target sequence (P20393 whole entry, looked up): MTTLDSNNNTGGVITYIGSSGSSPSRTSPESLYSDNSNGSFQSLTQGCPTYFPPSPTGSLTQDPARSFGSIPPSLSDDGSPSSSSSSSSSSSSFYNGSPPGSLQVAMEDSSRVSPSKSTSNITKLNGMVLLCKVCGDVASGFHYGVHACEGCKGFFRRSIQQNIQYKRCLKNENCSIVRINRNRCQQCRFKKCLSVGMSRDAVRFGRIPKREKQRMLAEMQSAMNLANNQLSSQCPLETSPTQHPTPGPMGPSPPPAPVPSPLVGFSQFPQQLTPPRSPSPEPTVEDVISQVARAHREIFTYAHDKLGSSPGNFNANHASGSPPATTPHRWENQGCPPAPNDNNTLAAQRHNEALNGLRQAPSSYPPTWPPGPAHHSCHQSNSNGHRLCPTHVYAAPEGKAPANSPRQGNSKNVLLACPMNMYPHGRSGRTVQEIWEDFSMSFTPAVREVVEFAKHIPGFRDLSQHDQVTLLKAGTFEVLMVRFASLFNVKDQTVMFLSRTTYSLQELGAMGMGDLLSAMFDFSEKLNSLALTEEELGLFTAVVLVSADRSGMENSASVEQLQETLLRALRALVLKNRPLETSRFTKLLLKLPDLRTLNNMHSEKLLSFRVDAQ
ssDAF-12 act: S. stercoralis DAF-12 nuclear receptor activators, primary screen, cell-based, luminescence, HEK293, GRIP1 co-expression, lit1-tk-luc. HEK293 ssDAF-12/GRIP1 lit1-tk-luc reporter; % of 3 µM dafachronic acid response. activation, % at 6.8 µM. 370,000 tested, 1% active. AID 652126, 2013;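 active = activation above the mean over all tested compounds plus 3 SD, cut at about 0.9% in these data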;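 also: 0% = DMSO-only wells and 100% = 3 µM delta7-dafachronic acid wells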
PLCg1 inh: PLC-gamma1 enzyme inhibitors, primary screen, biochemical, fluorescence, purified enzyme. fluorogenic substrate. inhibition, % at 12.2 µM. 370,000 tested, 0.84% active. AID 720700, 2013; in the data active = inhibition above about 9.5%
hcDAF-12 act: H. contortus DAF-12 nuclear receptor activators, primary screen, cell-based, luminescence, HEK293, lit1-tk-luc reporter; HEK293 hcDAF-12 lit1-tk-luc reporter; 0% DMSO, 100% Δ7-dafachronic acid; activation, % at 6.8 µM; 370,000 tested, 1.4% active; AID 652067, 2013;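 active = activation above the mean of all tested compounds plus 3 SD, cut at about 5.5% in these data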;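 also: 100% = response to 3 µM Δ7-dafachronic acid high control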
hgDAF-12 ag: H. glycines DAF-12 receptor agonists, primary screen, cell-based, luminescence, HEK293, GAL4 fusion, UAS-luciferase; activation, % at 6.8 µM; HEK293 GAL4-hgDAF12 UAS-luciferase reporter, agonist luminescence; normalized to butyrate control; 370,000 tested, 1.8% active;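 active = activation above a cutoff set at the mean of all screened compounds plus 3 SD, cut at about 10% in these data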;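 also: 0% = DMSO wells and 100% = sodium butyrate wells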
DAX1 inh-1: DAX1 (NR0B1) inhibitors on StAR promoter, primary screen, cell-based, luminescence, SF-1 (NR5A1), full-length DAX-1 | HEK293T StAR-luciferase reporter, SF-1/DAX-1 repression relief | inhibition, % at 6.8 µM | 370,000 tested, 1.1% active | AID 652010, 2013;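 active = inhibition above the mean over all tested compounds plus 3 SD, cut at about 3.6% in these data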;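 also: 0% = DAX-1 cells with DMSO and 100% = cells lacking DAX-1 with DMSO; higher inhibition means more luminescence from relief of DAX-1 repression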
ADAM17 inh: ADAM17 inhibitors, primary screen, biochemical, QFRET | inhibition, % at 6.95 µM | AID 720648, 2013 | recombinant ADAM17, EDANS/DABCYL FRET peptide cleavage | Disintegrin and metalloproteinase domain-containing protein 17 (Homo sapiens), P78536 | 370,000 tested, 0.83% active;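 active = inhibition above the mean of compounds lying between control limits plus 3 SD, set per campaign, cut at about 8.5% in these data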;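 also: 0% = DMSO-only wells as the low control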
DAX1 inh-2: DAX1 (NR0B1) inhibitors, primary screen, cell-based, HEK293, Gal4-DAX1, luciferase luminescence. inhibition, % at 6.75 µM. 340,000 tested, 0.99% active. AID 504766, 2011. HEK293 Gal4-DAX1 luciferase reporter. Nuclear receptor subfamily 0 group B member 1 (Homo sapiens), P51843;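 active = inhibition above the mean over all tested compounds plus 3 SD, cut at about 4.2% in these data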;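 also: 0% = DAX1-transfected cells with DMSO and 100% = empty-vector control cells with DMSO; inhibition shows as a rise in luminescence from relieved DAX1 repression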
MBD2 DNA inh: inhibitors of MBD2 binding to methylated DNA, primary screen, biochemical, TR-FRET, DNA-binding domain, human; Methyl-CpG-binding domain protein 2 (Homo sapiens), Q9UBB5; 370,000 tested, 0.31% active; AID 686964, 2013; inhibition, % at 4.4 µM; MBD2 binding to methylated oligonucleotide; in the data active = inhibition above about 13%
Target sequence (Q9UBB5 whole entry, looked up, the tested form may be a part): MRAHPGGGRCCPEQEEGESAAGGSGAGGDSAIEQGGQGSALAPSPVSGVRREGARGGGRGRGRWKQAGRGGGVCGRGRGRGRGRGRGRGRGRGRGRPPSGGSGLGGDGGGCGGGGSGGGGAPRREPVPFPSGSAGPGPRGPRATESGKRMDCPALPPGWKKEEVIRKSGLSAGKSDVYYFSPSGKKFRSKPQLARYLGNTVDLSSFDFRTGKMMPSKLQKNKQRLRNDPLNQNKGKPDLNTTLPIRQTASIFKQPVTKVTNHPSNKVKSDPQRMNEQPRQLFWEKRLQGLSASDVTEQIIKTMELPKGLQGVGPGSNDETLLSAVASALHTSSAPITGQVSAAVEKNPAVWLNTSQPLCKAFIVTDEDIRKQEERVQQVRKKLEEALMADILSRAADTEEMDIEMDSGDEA
Numbers without * were called inactive; . = no result given.

#	SMILES	ssDAF-12 act	MBD2 DNA inh	DAX1 inh-1	ADAM17 inh	hcDAF-12 act	PLCg1 inh	SMARCA2 activ	PLC-beta3 inh	hgDAF-12 ag	NR1D1 modulator	DAX1 inh-2
1	CCN(CC)C(=O)c1[nH]cnc1C(=O)NCc1ccc(CNC(=O)OC(C)(C)C)cc1	-0.3	0.7	0.0	-0.3	0.5	0.1	0.0	0.8	-2.1	-2.6	1.5
2	CCN1CCN(C(c2cc(OC)ccc2OC)c2nnnn2Cc2ccccc2)CC1 (centres undefined)	-0.4	0.6	-0.1	-2.4	-0.1	-0.8	-0.3	2.4	1.9	2.6	0.2
3	O=C(COC(=O)CC1CC2CCC1C2)NCc1ccccc1 (centres undefined)	0.1	-2.7	0.5	3.0	-1.2	6.3	-3.9	8.6	1.7	0.1	1.1
4	Cc1ccc(Cl)cc1N1CCN(S(=O)(=O)N2CCCCC2)CC1	-2.0	0.1	-0.8	2.3	-1.2	0.0	-1.1	3.0	-3.0	-2.5	0.0
5	COc1ccc(C)cc1NC(=O)c1ccc(CN2CCc3ccccc3C2)cc1	-0.6	-3.1	-0.4	0.9	-1.7	-1.5	-3.6	-12.2	1.4	-5.8	-0.7
6	COc1ccccc1NC(=O)/C(=N/OCc1ccc(C#N)cc1)C(C)=O	-0.4	-1.5	-0.7	1.2	-1.2	6.5	-2.4	3.3	-3.9	-2.0	.
7	Cc1cccc(N2CCN(C(=O)C3(S(=O)(=O)c4ccc(Cl)cc4)CC3)CC2)c1C	-0.7	1.2	-0.4	-3.0	-1.5	-0.1	-2.6	-3.3	0.3	-1.6	0.8
8	c1ccc(COc2ccc(Nc3ncnc4nc[nH]c34)cc2)cc1	-1.8	4.3	1.2	0.8	-1.1	-10.4	-0.3	-10.6	7.2	2.1	2.0
9	Cc1ccsc1/C=N/n1c(-c2cc(-c3ccccc3)n[nH]2)n[nH]c1=S	-0.7	-4.2	0.0	-0.9	-0.3	0.3	-4.8	-3.3	-0.5	-5.7	1.5
10	CN(Cc1ccc(Cl)cc1)C(C(=O)NC1CCCCC1)c1cc2ccccc2o1 (centres undefined)	-0.8	1.8	-0.2	-6.0	-0.6	-0.1	3.4	-2.9	1.2	-0.9	.
11	CCOC(=O)c1cnc2ccccc2c1NCc1ccco1	-0.5	1.8	-0.8	-3.2	-1.4	-3.0	-0.3	-11.8	-2.1	2.4	-1.2
12	COCCN1C(=O)CCC1(C)C(=O)Nc1ccc2ccccc2c1 (centres undefined)	0.9	4.7	-0.7	-6.4	2.8	-2.1	0.5	-0.2	3.9	-5.0	.
13	CC(=O)[C@@]1(O)C(C)CC2C3C=C(C)C4=Cc5c(cnn5-c5ccccc5)C[C@]4(C)C3C(O)C[C@@]21C (some centres undefined)	-1.2	-1.6	0.9	-3.3	-2.0	-8.7	2.7	-20.1	-6.3	4.9	-1.0
14	O=C1CC(c2ccc(F)cc2)Sc2ccccc2N1 (centres undefined)	-0.8	1.0	1.0	1.4	2.9	3.8	7.0	4.0	4.0	-2.1	0.5
15	Cc1ccccc1NC(=O)COC(=O)CCc1nc2ccccc2c(=O)[nH]1	-1.4	0.8	0.6	-5.8	-0.8	-3.0	0.1	-10.5	-2.2	8.8	0.4
16	Nc1[nH]c(C(=O)c2ccccc2)c(-c2ccc(Br)cc2)c1C(=O)NC1CC1	-0.5	-2.6	-0.6	-1.1	-1.1	-2.3	-3.1	-6.2	1.0	-2.6	.
17	O=C(CSc1nnc(-c2cccs2)o1)N1CCCCC1	0.2	-3.8	3.4	-1.8	2.1	-4.0	1.7	-0.8	12.0*	5.7	0.6
18	COc1ccc2[nH]c(C)c(CCNC(=S)Nc3ccc(C)cc3)c2c1	-2.3	2.0	0.0	2.7	-1.7	1.8	1.2	2.8	-2.8	8.5	-1.4
19	Cc1c(C(=O)Nc2ccc(C(=O)Nc3ccccc3)cc2)cccc1[N+](=O)[O-]	-1.2	-1.7	0.0	2.3	-0.3	1.6	-1.0	-2.9	0.8	-0.4	-0.8
20	Cc1sc2nc(C(C)Nc3ccccc3N3CCOCC3)[nH]c(=O)c2c1C (centres undefined)	-1.3	-0.7	-0.6	-16.3	0.8	-30.1	-1.7	-35.4	-3.5	-2.7	-0.8
21	COc1cccc(C2=NOC(C(=O)Nc3ccc(OC)c(OC)c3)C2)c1 (centres undefined)	-1.4	2.6	-0.3	-0.8	0.2	-0.3	2.7	2.1	-0.9	-0.3	-1.2
22	COn1c(SCc2cccnc2)nc2ccccc2c1=O	-0.8	-0.3	0.0	-2.4	-0.6	1.1	-0.5	0.3	-1.1	1.0	0.8
23	CS(=O)(=O)c1cccc(S(=O)(=O)N2CCN(c3ccccn3)CC2)c1	-0.7	4.4	-0.2	-4.6	1.1	-0.7	-2.8	-1.2	-3.4	0.0	0.2
24	CCOc1ccc(S(=O)(=O)Nc2ccncc2)c(C)c1C	-1.6	2.6	-0.1	-2.9	-0.2	-2.0	-0.2	1.5	0.7	4.3	1.8
25	Cc1cccc(-c2cc(C(=O)N3CCCc4ccccc43)c3ccccc3n2)c1	-0.8	-0.2	0.0	3.0	2.8	1.5	0.1	4.5	-0.1	3.5	-1.4
26	COc1ccc(Cl)cc1C(=O)Nc1cccc(-c2ccc3nncn3n2)c1	-1.9	10.5	-1.5	-5.0	-1.7	9.0	-1.8	-7.9	-2.9	127.7*	-2.5
27	O=C(CC(Sc1ccc(Br)cc1)C(=O)O)c1ccc(F)cc1 (centres undefined)	-1.1	-1.0	0.3	2.5	-0.5	1.6	8.6*	-8.4	0.0	2.2	-0.6
28	O=C(O)c1ccc(/C=N/n2cc(-c3ccccc3)[nH]c2=S)cc1	-0.7	2.4	0.0	-9.6	0.9	-40.6	-1.8	-44.2	2.7	-0.6	-0.9
29	Cc1ccc(-c2nnc(SCC(=O)Nc3ccccc3N3CCOCC3)o2)cc1	-1.1	-0.5	-0.1	-2.0	0.2	-0.3	2.1	0.0	2.2	-2.0	-0.2
30	COc1ccc(C2C(C(=O)Nc3cc(OC)c(OC)c(OC)c3)c3ccccc3C(=O)N2C)cc1OC (centres undefined)	-2.2	1.1	0.0	6.2	-0.2	1.9	-0.4	-2.9	-0.8	2.3	-0.4
31	CSc1nnc(-c2ccncc2)n1CCCN1CCCC1=O	-1.0	-9.2	0.4	-0.6	-1.5	-3.4	-0.7	2.5	1.9	-2.1	0.9
32	O=C(NCc1n[nH]c(=S)n1-c1ccc(Br)cc1)c1ccc(S(=O)(=O)N2CCCC2)cc1	-1.0	-3.6	0.2	-0.4	0.2	-1.7	2.0	-1.5	1.0	0.6	1.6
33	Cc1ccc(CN2CCN(Cc3cnn(-c4ccc(Cl)cc4)c3)CC2CCO)o1 (centres undefined)	-1.6	1.1	-1.3	-1.5	-0.1	-1.2	1.7	-5.1	-0.4	0.0	0.1
34	Cc1nn(C)c(Cl)c1NC(=O)OCc1ccccc1	-1.5	1.2	-0.7	-1.6	-1.3	1.9	-3.1	1.9	-1.9	1.9	-0.8
35	CC1=C(C(=O)Nc2ccccc2Cl)C(c2ccc(N(C)C)cc2)NC(=O)N1 (centres undefined)	-0.1	5.1	0.0	-5.0	-1.1	2.1	-0.5	2.0	-0.1	-1.5	-1.4
36	COc1cccc(COCC(O)CN2CCC(C(N)=O)CC2)c1 (centres undefined)	-0.5	-0.8	0.3	4.0	0.2	6.9	0.1	-2.3	3.2	-7.2	1.9
37	Cc1cccc(C)c1NC(=O)[C@H]1CC(=O)O[C@@H]1c1ccccc1	-1.1	-3.8	-0.9	-2.8	-0.3	8.2	-4.8	5.0	-1.1	-5.9	.
38	CCOC(=O)c1ccccc1NC(=O)CN(c1ccccc1OCC)S(C)(=O)=O	-1.4	3.2	-0.6	-5.2	-1.8	0.5	-2.6	1.7	0.4	-5.5	0.2
39	CCC/C=C1/CCCOC(C(=O)NCCNCCO)(C(F)(F)F)C1 (centres undefined)	-1.4	-1.9	0.4	2.8	-0.9	3.7	0.8	2.2	-0.3	2.4	-0.8
40	O=C(NCc1ccccc1)C(c1ccccc1)n1c(-c2ccncc2)nc2ccccc21 (centres undefined)	-0.9	-7.3	0.7	-1.8	1.1	-14.0	0.0	-19.1	0.3	0.2	.
41	CCc1ccc(NC(=O)C(NS(=O)(=O)c2ccc3c(c2)CCN3C(C)=O)C(C)C)cc1 (centres undefined)	-1.5	-0.3	-1.6	-0.2	5.5	3.1	0.6	-4.3	-2.0	-5.3	0.3
42	COc1cc(C(=O)NNC(=O)C2CC=CCC2C(=O)O)cc(OC)c1OC (centres undefined)	1.9*	-2.3	0.6	-0.4	0.3	2.6	0.1	0.1	-3.7	-2.8	0.4
43	CC(=O)c1sc(N/N=C\c2ccc(C)cc2)nc1C	-0.3	-7.5	2.4	-7.8	0.2	-69.3	13.4*	-94.3	11.2*	1.6	3.6
44	O=C(O)c1cnc2[nH]c3ccccc3n2c1=O	-1.4	10.7	0.3	-287.5	2.3	-207.6	7.0	-282.1	-0.5	0.7	0.4
45	CCc1ccccc1NC(=O)CN(C)C(=O)CSc1nnc(Nc2cccc(C)c2)s1	-1.4	1.4	-0.1	2.5	1.3	1.8	-1.9	3.0	-0.7	-0.6	-1.6
46	CCCCCC(C(=O)O)C(C)CC(=O)NC1CCCCC1 (centres undefined)	-0.9	-4.3	-0.9	-3.3	-2.2	0.7	-0.4	2.0	-1.9	-7.4	0.6
47	COc1ccc(-n2nc(C(=O)NCC(=O)N3CCCC3)c3ccccc3c2=O)cc1	-0.5	-7.8	0.2	-1.5	2.4	-37.8	-1.9	-65.9	1.8	-4.8	5.2*
48	O=C(CSc1nc2ccccc2o1)Nc1nc(-c2ccccc2)cs1	-1.4	-3.0	-0.6	3.7	-0.1	-0.2	-3.5	2.2	-6.1	8.3	0.9

2 of these compounds, set out differently.
Each structure is followed by: ssDAF-12 act	MBD2 DNA inh	DAX1 inh-1	ADAM17 inh	hcDAF-12 act	PLCg1 inh	SMARCA2 activ	PLC-beta3 inh	hgDAF-12 ag	NR1D1 modulator	DAX1 inh-2
38: CCOC(=O)c1ccccc1NC(=O)CN(c1ccccc1OCC)S(C)(=O)=O
 : -1.4	3.2	-0.6	-5.2	-1.8	0.5	-2.6	1.7	0.4	-5.5	0.2
39: CCC/C=C1/CCCOC(C(=O)NCCNCCO)(C(F)(F)F)C1 (centres undefined)
 : -1.4	-1.9	0.4	2.8	-0.9	3.7	0.8	2.2	-0.3	2.4	-0.8

Screening results as filed in PubChem BioAssay.

Outcome played no part in choosing rows; 7.4% or so of the library scored in one or more.
